From PubChem
Keap1-Nrf2 PPI: disrupts human Keap1 binding to Nrf2 peptide | inhibition, % at 9.4 µM | Q14145 | Keap1 Kelch-Nrf2 peptide fluorescence polarization, 1536-well | actives 0.15% (n = 340,000); in the data active means inhibition above about 12%;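 further: human Keap1 Kelch domain with fluorescein labeled Nrf2 9mer peptide probe; 0% = neutral control wells and 100% = peptide positive control; higher means more block of Keap1 binding to Nrf2 peptide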
Wnt bcat act: Wnt/beta-catenin pathway activation; AID 743398; Wnt/beta-catenin reporter cell assay, activator, plate reader; actives 1.2% (n = 300,000); activation, % at 9.35 µM; in the data active means activation above about 30%, passing the limit was not always enough;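 further: 0% = neutral control wells and 100% = positive control wells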
V-ATPase pH: yeast V-ATPase proton transport regulation by pHLuorin | S. cerevisiae, pHLuorin cytosolic pH fluorescence | response, % at 10 µM | actives 0.37% (n = 350,000); in the data active means response mostly above about 7.3%, no sharp cut-off; inactive means mostly below about 5.4%; further: actives read high; inactives centre near 0; some compounds called inactive have numbers as strong as hits; reference of the scale not given here
cardiac RTF act: cardiac RTF calcium sensitization; activation, % at 7.2 µM; IANBD-labeled TnC RTF fluorescence at EC20 calcium; 0% EC20 calcium, 100% full calcium; actives 0.24% (n = 340,000); P19429+P45379; AID 493008;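 active means activation above the mean over all tested compounds plus 3 SD, cut at about 30% in these data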;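 further: rise in fluorescence read as greater calcium sensitivity of cardiac thin filaments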
Arr AP2 block: inhibitors of human beta-arrestin and AP2 interaction; FITC-arrestin peptide / GST-AP2 beads, flow cytometry; AP2 beta2 appendage carries R879A mutation; inhibition, % at 10 µM; actives 0.31% (n = 340,000); AID 504490;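 active means inhibition above a set limit, near 3 SD of compounds lacking own fluorescence, cut at about 54% in these data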;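 further: plate controls were DMSO wells for no effect and 5 µM unlabelled arrestin peptide for full effect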
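test system = AP2 appendage R879A on GSH beads | buffer or medium = PBS plus Tween 20 (0.05%) and BSA (0.1%) | incubation = 12 min plus 1 h, RT | detection = bead flow cytometry, FITC channel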
DSG3 Ab inh: human desmoglein-3 autoantibody binding inhibition; binding (percent of control), % at 10 µM; DSG3-coupled beads, scFv-anti-DSG3-GFP binding, flow cytometry; stronger effect = lower value; actives 0.48% (n = 310,000); P32926;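 active means binding more than 3 SD below its plate's average and above zero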;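 further: hits lower antibody fragment binding to DSG3; some compounds called inactive have numbers as strong as hits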
LANA DNA inh: KSHV C-LANA DNA binding inhibition | MBP-C-LANA/FAM-LBS DNA binding, fluorescence polarization | inhibition, % at 9 µM | actives 0.078% (n = 340,000);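 active means highest replicate inhibition at or above 60% at 9 µM, even if other replicates fall short; inactive means all replicates below 60% inhibition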;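 further: 0% = neutral control wells and 100% = 4 µM acridine orange control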
MOR-DOR inv ag: mu-delta opioid heterodimer inverse agonism; P35372+P41143; cell-based MOR-DOR heterodimer luminescence; inhibition, % at 9.3 µM; actives 0.21% (n = 340,000); AID 504357; in the data active means inhibition above about 22%, passing the limit was not always enough;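 further: 0% = cells with DMSO and 100% = wells without cells with DMSO; values of inactives mirror those of a sister screen read the other way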
Target sequence (P35372 whole entry, looked up): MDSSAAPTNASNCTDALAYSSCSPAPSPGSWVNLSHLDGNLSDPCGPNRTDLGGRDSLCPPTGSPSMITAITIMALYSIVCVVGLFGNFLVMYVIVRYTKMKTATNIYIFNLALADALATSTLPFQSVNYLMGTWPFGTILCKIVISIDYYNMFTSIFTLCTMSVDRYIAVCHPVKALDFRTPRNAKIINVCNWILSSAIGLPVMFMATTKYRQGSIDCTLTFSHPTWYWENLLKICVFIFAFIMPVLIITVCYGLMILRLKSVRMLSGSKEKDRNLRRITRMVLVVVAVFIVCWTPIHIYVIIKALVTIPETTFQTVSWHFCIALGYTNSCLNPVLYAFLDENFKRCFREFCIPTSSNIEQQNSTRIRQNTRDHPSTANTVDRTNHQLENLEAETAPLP
Target sequence (P41143 whole entry, looked up): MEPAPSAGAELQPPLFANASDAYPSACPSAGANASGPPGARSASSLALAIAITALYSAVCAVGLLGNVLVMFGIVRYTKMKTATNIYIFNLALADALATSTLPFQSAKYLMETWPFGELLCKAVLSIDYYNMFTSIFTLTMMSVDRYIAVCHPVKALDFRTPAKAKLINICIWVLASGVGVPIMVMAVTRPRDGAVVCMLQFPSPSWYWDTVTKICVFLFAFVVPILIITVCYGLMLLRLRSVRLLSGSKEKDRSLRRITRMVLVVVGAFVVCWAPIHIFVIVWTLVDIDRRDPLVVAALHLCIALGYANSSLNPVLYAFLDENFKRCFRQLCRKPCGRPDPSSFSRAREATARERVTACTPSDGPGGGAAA
Cardiac RTF inh: cardiac RTF calcium desensitization; P19429+P45379; IANBD-labeled cardiac RTF, Ca2+ fluorescence; inhibition, % at 7.15 µM; actives 0.12% (n = 340,000);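 active means inhibition above the mean inhibition of all tested compounds plus 3 SD, cut at about 17% in these data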;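 further: assay run at fixed EC70 calcium of 1.6 mM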
MOR-DOR ag: OPRM1-OPRD1 heterodimerization agonism; P35372+P41143; cells, luminescence; activation, % at 9.3 µM; actives 0.3% (n = 340,000); AID 504326; in the data active means activation above about 18%;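 further: 0% = vehicle-treated cells and 100% = reference agonist; values of inactives mirror those of a sister screen read the other way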
An asterisk follows results filed as active; . = not tested or not shown.

Abbreviations – A = Keap1-Nrf2 PPI; B = Wnt bcat act; C = V-ATPase pH; D = cardiac RTF act; E = Arr AP2 block; F = DSG3 Ab inh; G = LANA DNA inh; H = MOR-DOR inv ag; I = Cardiac RTF inh; J = MOR-DOR ag
> COc1ccc(NC(=O)COC(=O)Cc2c[nH]c3ccccc23)cc1OC
  A = -2.0; B = 0.0; C = 1.2; D = -2.6; E = 21.2; F = 101.4; G = 1.9; H = 11.7; I = 3.7; J = -2.2

> CSc1sc2ccccc2[n+]1CCCS(=O)(=O)[O-]
  A = -15.5; B = 0.5; C = 1.3; D = 2.1; E = 3.9; F = 99.9; G = 0.6; H = -3.4; I = 5.3; J = 0.6

> O=C1OC(c2ccccc2)Cc2cc(C(=O)N3CCN(c4ccc(F)cc4)CC3)ccc21 (centres undefined)
  A = -3.7; B = 1.4; C = 1.8; D = -4.4; E = 4.2; F = 96.2; G = 2.9; H = 12.0; I = 5.3; J = -1.9

> COc1cc([N+](=O)[O-])ccc1NC(=O)C[n+]1cccc(C(C)=O)c1
  A = -7.4; B = -1.7; C = 1.5; D = -0.9; E = 1.8; F = 102.6; G = -0.5; H = 8.2; I = 2.5; J = -1.6

> Cc1ccc2oc(-c3cc(NC(=O)c4ncn[nH]4)ccc3O)nc2c1
  A = 3.1; B = -0.8; C = 1.0; D = 1.8; E = -36.1; F = 99.4; G = 3.1; H = 6.7; I = -4.2; J = -1.4

> Cc1ccc(C)c(Cn2c(C)nc3c(sc(=S)n3-c3ccccc3)c2=O)c1
  A = -2.5; B = -1.3; C = 1.2; D = 8.3; E = -5.9; F = 95.3; G = 11.4; H = 3.8; I = -7.2; J = -0.8

> NC(=O)c1ccc(NC(=O)C#Cc2ccccc2)cc1
  A = -4.3; B = 40.7*; C = -3.7; D = 10.8; E = 14.0; F = 102.4; G = 0.0; H = 19.8; I = 1.9; J = -4.3

> O=C(CN1CCOCC1)Nc1c2c(nc3ccccc13)N(Cc1ccccc1)CC2
  A = -2.7; B = .; C = 2.2; D = 8.1; E = 0.8; F = 98.9; G = -0.6; H = -2.5; I = -6.6; J = 0.4

> CC1(C)C(=O)C2(CCCCC2)C(=O)OC1c1cccn1-c1ccc([N+](=O)[O-])cc1 (centres undefined)
  A = -3.6; B = 6.1; C = -0.6; D = 2.7; E = 8.0; F = .; G = 1.7; H = 8.4; I = -0.7; J = -1.6

> Cc1nc2ccc(S(=O)(=O)N3CCCCC3)cc2s1
  A = -6.9; B = -1.4; C = -1.8; D = -7.2; E = 10.0; F = 102.0; G = 0.1; H = -20.0; I = -1.4; J = 2.4

> O=C1CC(NS(=O)(=O)c2cc(F)ccc2F)CN1c1ccc2c(c1)OCCO2 (centres undefined)
  A = -5.2; B = 21.3; C = -5.4; D = -1.5; E = 2.3; F = 105.7; G = -2.3; H = 10.7; I = 8.6; J = -2.2

> Cc1ccc(OCc2cc(C(=O)N3CCC(c4ccccc4Cl)C3)no2)cc1C (centres undefined)
  A = -1.0; B = 29.1; C = 6.6; D = 1.5; E = 13.2; F = 102.8; G = -1.6; H = -10.2; I = -1.8; J = 2.0

> CC(=O)c1ccc(S(=O)(=O)N2CCN(C)CC2)cc1
  A = -1.0; B = 0.1; C = -3.1; D = -0.7; E = 13.7; F = .; G = -0.6; H = 5.6; I = -4.5; J = -1.1

> Cc1ccccc1C(=O)Nc1cccc(NC(=O)Cn2cnc3c(=O)n(C)c(=O)n(C)c32)c1
  A = -2.9; B = -1.8; C = -1.0; D = -1.8; E = -1.1; F = 102.2; G = 1.6; H = .; I = -0.4; J = .

> CC(=O)c1ccc(N2CCN(C(=O)/C=C/c3cccs3)CC2)cc1
  A = -1.4; B = -0.9; C = 2.2; D = -0.2; E = 47.2; F = 97.2; G = -0.9; H = 16.1; I = -2.3; J = -3.2

> O=c1[nH]c2ccc(S(=O)(=O)N3CCN(c4ccc(F)cc4)CC3)cc2o1
  A = -7.3; B = -3.4; C = -1.4; D = -2.2; E = 5.0; F = 90.7; G = 1.5; H = 14.6; I = -5.9; J = -2.9

> COCCn1c(=NC(=O)c2sc3ccccc3c2Cl)sc2cc(S(N)(=O)=O)ccc21
  A = -2.0; B = .; C = 4.2; D = -1.7; E = 14.8; F = 83.8; G = -0.7; H = -0.6; I = -14.9; J = 0.1

> Cc1ccc(-c2nc(SCC(=O)N(C)C3CCS(=O)(=O)C3)[nH]c2-c2ccc(C)cc2)cc1 (centres undefined)
  A = -1.7; B = .; C = 1.0; D = -0.5; E = 3.3; F = 106.0; G = -0.6; H = -5.4; I = 1.0; J = 1.0

> Cc1cccnc1NC(=O)c1ccc([N+](=O)[O-])o1
  A = -0.7; B = 3.1; C = 4.1; D = 2.8; E = 2.4; F = 97.0; G = 0.5; H = -6.2; I = -7.5; J = 1.2

> C=CCNC(=S)N1CC2(C)CN(C(=S)NCC=C)CC(C)(C1)C2=O
  A = -6.2; B = 0.9; C = 5.9; D = 7.2; E = -6.2; F = 107.4; G = -0.5; H = 1.0; I = -4.6; J = -0.2

> CC(Sc1nc(NC(C)(C)C)nc(N(C)C)n1)C(=O)Nc1ccccc1 (centres undefined)
  A = 3.3; B = -0.9; C = -3.8; D = 2.2; E = 10.7; F = 116.2; G = 0.2; H = -25.5; I = -8.8; J = 5.2

> COCCCN1C(=O)c2ccc(C(=O)NCc3ccccn3)cc2C1=O
  A = -8.0; B = -0.3; C = -2.4; D = 1.7; E = -1.6; F = .; G = 1.3; H = 4.2; I = -3.2; J = -0.8

> COc1cc2c(C(=O)N3CCN(C)CC3)c(C)oc2cc1Br
  A = -0.6; B = .; C = 1.9; D = 0.3; E = -10.7; F = 107.0; G = -0.7; H = 1.1; I = -5.5; J = -0.2

> COc1ccc(-c2csc(-n3ncc(-c4ccccn4)c3N)n2)cc1
  A = -2.2; B = 0.3; C = 9.3; D = 3.4; E = 11.0; F = 99.1; G = -3.8; H = -4.5; I = -4.8; J = 0.9

> COc1ccc(C(=O)Nc2c(N)nc(SCC(=O)N3CCC(C)CC3)[nH]c2=O)cc1OC
  A = 1.8; B = -1.9; C = 0.5; D = 1.0; E = 4.7; F = 102.8; G = -0.4; H = 0.0; I = -1.1; J = 0.0

Copied from the list:
COc1cc2c(C(=O)N3CCN(C)CC3)c(C)oc2cc1Br | MOR-DOR inv ag = 1.1
Cc1ccc(-c2nc(SCC(=O)N(C)C3CCS(=O)(=O)C3)[nH]c2-c2ccc(C)cc2)cc1 (centres undefined) | cardiac RTF act = -0.5

More structures
Abbreviations – A = Keap1-Nrf2 PPI; B = Wnt bcat act; C = V-ATPase pH; D = cardiac RTF act; E = Arr AP2 block; F = DSG3 Ab inh; G = LANA DNA inh; H = MOR-DOR inv ag; I = Cardiac RTF inh; J = MOR-DOR ag
> O=c1[nH]c(Nc2nc3ccccc3o2)nc2c1CCCC2
  A = -2.4; B = 24.6; C = -1.4; D = -8.1; E = -5.3; F = 121.4; G = 0.0; H = 1.7; I = -0.2; J = -0.3

> CN(C)CCCN(C(=O)c1ccc2c(c1)CCCC2)c1nc2c(F)cccc2s1
  A = 0.6; B = -1.7; C = -2.7; D = -3.0; E = 5.3; F = 115.0; G = -1.9; H = -27.9; I = -2.0; J = 5.2

> COc1ccccc1C1CC(c2c(-c3ccccc3)c3cc(Cl)ccc3[nH]c2=O)=NN1S(C)(=O)=O (centres undefined)
  A = -15.2; B = .; C = 1.5; D = -15.1; E = 4.9; F = 98.6; G = -2.4; H = 4.5; I = 1.9; J = -0.9

> O=c1c2ccccc2nc(/C=C/c2c[nH]c3ccccc23)n1-c1ccc([N+](=O)[O-])cc1
  A = 0.7; B = -4.2; C = -1.7; D = 2.8; E = .; F = 97.1; G = -0.8; H = 10.4; I = 13.5; J = -2.0

> Clc1cccc(CNCCCSc2ncccn2)c1Cl
  A = -6.3; B = -2.7; C = -0.9; D = -3.1; E = 3.9; F = 100.3; G = -1.3; H = 3.5; I = -7.4; J = -0.7

> Oc1ccc(/C=N/N(c2ccccc2)c2ccccc2)c(O)c1O
  A = -1.1; B = -0.8; C = -1.9; D = -5.0; E = 24.1; F = 85.2; G = 2.5; H = -55.7; I = -0.6; J = 10.0

> C(=N\N(c1ccccc1)c1ccccc1)/c1ccc2c(c1)OCO2
  A = -0.9; B = -7.0; C = 1.5; D = -7.2; E = 1.9; F = 96.7; G = 2.1; H = -6.2; I = -12.2; J = 1.0

> N#CC1=C(N)OC2=C(C(=O)CCC2)C1c1ccc(OC(=O)N2CCOCC2)cc1 (centres undefined)
  A = 5.7; B = .; C = 0.3; D = -1.9; E = 7.3; F = 102.7; G = 1.1; H = 0.3; I = -11.3; J = -0.1

> COc1ccc(S(=O)(=O)N2CCCCC2)cc1NC(=O)C1CC(=O)N(Cc2ccccc2)C1 (centres undefined)
  A = 0.3; B = -4.1; C = -3.4; D = -4.8; E = 1.1; F = 104.5; G = 0.2; H = 5.9; I = -0.3; J = -1.4

> COc1ccc(N/C(N)=N/c2nc(C)cc(=O)[nH]2)cc1
  A = -3.3; B = 0.6; C = -8.3; D = 4.1; E = -1.7; F = 109.7; G = 0.6; H = 7.1; I = -2.2; J = -1.4

> Cc1nn(C)c(C)c1C1Nc2ccccc2C(=O)N1O (centres undefined)
  A = 3.9; B = .; C = -1.1; D = -1.1; E = 7.2; F = .; G = 1.2; H = 4.5; I = -6.8; J = -0.8

> Cc1cc(C)n2nc(SCC(=O)N(C)C3CCCCC3)nc2n1
  A = -5.0; B = -1.4; C = -1.1; D = 0.2; E = -8.7; F = 112.6; G = 2.0; H = 10.9; I = 11.6; J = -2.1

> COc1ccc(CC(=O)Nc2cc(S(=O)(=O)N3CCOCC3)ccc2N2CCOCC2)cc1
  A = -7.0; B = -1.3; C = 3.2; D = 4.2; E = -2.9; F = 109.4; G = -1.3; H = 10.9; I = -6.1; J = -2.2

> COc1ccc(-n2c(Cc3ccccc3)nnc2SCC(=O)N2CCCc3ccccc32)cc1
  A = -7.6; B = 4.3; C = 7.2; D = 12.9; E = 1.3; F = 102.2; G = 0.4; H = -9.3; I = -7.8; J = 1.6

> COc1ccc(OC)c(S(=O)(=O)N2CCN(C(=O)NC3CCCCC3)CC2)c1
  A = 0.3; B = 0.1; C = -2.2; D = -1.1; E = -0.6; F = .; G = -1.0; H = 4.5; I = -4.9; J = -1.1

> COc1ccc(-n2cnnc2SCC(=O)c2ccc(S(=O)(=O)N3CCOCC3)cc2)cc1
  A = 5.6; B = -3.9; C = -4.0; D = -3.6; E = 18.1; F = 94.1; G = 1.5; H = 15.2; I = -3.4; J = -2.9

> O=C(N/N=C/c1ccoc1)c1ccc(Br)cc1
  A = -4.7; B = 1.6; C = 0.5; D = -3.6; E = 23.5; F = .; G = -1.2; H = 15.4; I = 9.0; J = -2.9

> Cc1onc(-c2ccccc2Cl)c1C(=O)N1CCOC12CCCCC2
  A = -0.5; B = 1.4; C = 4.6; D = -8.4; E = -5.0; F = 104.4; G = -0.3; H = -10.1; I = -3.3; J = 1.9

> Cc1cccc(NC(=S)NCc2cccs2)c1
  A = 0.6; B = .; C = 1.2; D = 1.7; E = 13.0; F = 87.0; G = 0.7; H = 15.6; I = -3.0; J = -3.1

> COc1ccc(OC)c(-n2nnnc2SCC(=O)NCCc2ccccc2)c1
  A = -0.2; B = .; C = .; D = 17.4; E = -2.5; F = 114.2; G = -1.2; H = -2.8; I = -2.2; J = 0.5

> COc1cc(NC(=S)NCCSc2ccc(C)cc2)cc(OC)c1
  A = 0.3; B = .; C = -2.4; D = 1.9; E = 2.7; F = .; G = 1.9; H = -6.3; I = 3.0; J = 1.3
